Screening data deposited in PubChem BioAssay by National Center for Advancing Translational Sciences (NCATS).
Imprint erasure: genomic imprint erasure induction. Potency, µM (highest dose often 60.7 µM), for inactives: at the top dose activity change, positive = activation, hits mostly activators. AID 1948. mouse ES Peg3-LacZ reporter, beta-gal luminescence, 40 h. hit rate 0.02% among 110,000;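 further: 0% = negative control wells on the plate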
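Imprint erasure is scored as LacZ activity from the silenced maternal Peg3 allele in feeder-free female ES cells cultured 40 h with LIF. Luminescence is normalized to in-plate negative controls and fitted to the Hill equation.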
p53ts 39C tox: cytotoxicity in p53ts cells at nonpermissive temperature. H1299-p53A138V viability at 39C, ATP luminescence, 24 h. Potency, µM (top dose mostly 46.1 µM), for inactives: at the top dose activity change, negative = cell killing, hits mostly cytotoxic. hit rate 1.5% among 130,000. AID 902; further: nearly all actives have a fitted effect of over 55% in size
p53ts 32C tox: kills p53ts cells at the permissive temperature; H1299-p53A138V at 32C, ATP luminescence viability, 24 h; Potency, µM (highest dose often 46.1 µM), for inactives: at the top dose activity change, negative = cytotoxicity, usual class: cytotoxic; hit rate 0.93% among 130,000;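 further: 0% = DMSO and -100% = full killing by reference compound; nearly all actives have a fitted effect of over 55% in size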
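Viability by ATPlite luminescence after 24 h compound treatment (up to 46 uM) at the permissive 32C. Cells are H1299 carrying p53 A138V. Scale runs from DMSO basal to 100 uM tamoxifen as full kill; AC50 from Hill fits.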
IkB sig inh: IkB pathway inhibition in ABC-DLBCL cells. ABC-DLBCL IkBa-CBG/CBR dual luciferase ratio, 4 h; response scale: scaled: untreated 0%, proteasome inhibitor 100%. Potency, µM (top dose mostly 57.1 µM), inactives show at the top dose IkBa stabilization activation. hit rate 0.04% among 110,000; active means well fitted curve in the direction sought with a large enough effect in the signal ratio, not every such curve was filed as active; inconclusive means small, poorly fitted or top-dose-only effect, or a change in a side signal; the % refers to the signal ratio;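 further: the direction sought is a rising ratio; 0% = basal untreated cells and 100% = reference inhibitor full response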
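Curves were fitted separately to fusion (green), unfused (red) and ratio luminescence, then classed by r2, magnitude and activity. Cells: OCI-Ly3, 4 h compound plus doxycycline at 37C; 10 uM MG-132 defined full response.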
An asterisk follows results filed as active; ? = inconclusive; / = not tested or not shown; [ ] = another dose, or the depositor's remark. Unless noted, the call rests on the fitted dose curve; in most records, active means well fitted curve in the direction sought with a large enough effect; inconclusive means small, poorly fitted or top-dose-only effect, or another doubt; inactive means no such curve, though single readings can be large; an effect the other way counts as inactive or inconclusive. Unless noted, on the % scale 0 is the no-effect control and ±100 the full control effect; potency means the concentration at half of the fitted maximal effect.

mol	Imprint erasure	p53ts 39C tox	p53ts 32C tox	IkB sig inh
COC(=O)Nc1nc2ccc(Sc3ccccc3)cc2[nH]1	-30%[inhibitor]	-20%	-5%	?
CC(C)(C)c1ccc(-c2conc2N)cc1	-22%	?	?	-2.7%
Cc1cc(NC(=O)CSc2nnc(Cc3cccn3C)n2CCc2ccccc2)no1	5%	13%	6%	1.5%
CCc1[nH]nc2c1C(c1ccncc1)C(C#N)=C(N)O2 (stereo not drawn)	-4%	2%	2%	0.9%
COc1ccc(-n2c(=O)c(-c3ccc(Cl)cc3)nc3cnc(N(C)C)nc32)cc1	1%	2%	-7%	-2.0%[11.4 µM]
Cn1c(SCC(=O)NCCc2ccccc2)nnc1-c1ccncc1	-3%	16%	-2%	0.6%
CCn1cc(C(=O)NC(C)c2ccccc2)c(=O)c2cc(S(=O)(=O)N3CCc4ccccc4C3)ccc21 (stereo not drawn)	-4%[10.9 µM]	4%	8%	?
Cc1ccc(Oc2ccc(N)cc2)cc1	-17%	-10%	5%	1.5%
CCOC(=O)N1CCC(NC(=O)c2cccc3c2C(=O)N(c2ccc(OC)cc2)C3)CC1	-26%	11%	4%	-2.7%
CCOC(=O)CSc1nnc(-c2cccnc2)n1Cc1ccccc1	8%	0%	1%	0.4%

The results go on:
mol	Imprint erasure	p53ts 39C tox	p53ts 32C tox	IkB sig inh
COC(=O)Cn1c(=O)c2c(nc(Br)n2CC(=O)OC)n(C)c1=O	-3%	-1%	0%	-0.2%
COc1ccccc1CNC(=O)c1oc2ccc(S(=O)(=O)N3CCCCC3)cc2c1C	-22%[10.9 µM]	?	4%	?
CCC(=O)N1CCc2cc(S(=O)(=O)CCC(=O)Nc3cccc(F)c3)ccc21	-11%	-13%	-8%	1.5%
CC12CC(c3ccccc3O1)N(C(=O)c1ccco1)C(=O)N2c1ccccc1 (stereo not drawn)	-5%	8%	22%	1.4%
c1ccn2cc(CSC3=NCCS3)nc2c1	-42%[inhibitor]	0%	-12%	-0.8%
CCOC(=O)c1cnn(-c2cc(C)c3ccccc3n2)c1N	2%	-13%	-9%	1.9%
Cc1ccc(Cn2c(SCC(=O)NCc3ccccc3Cl)nc3ccsc3c2=O)cc1	16%[10.9 µM]	10µM*	7%	0.3%
COc1ccc(C(CNC(=O)C2CC(=O)N(Cc3ccc(C)cc3)C2)N(C)C)cc1 (stereo not drawn)	6%	10%	7%	0.8%
CCN(Cc1ccccc1)C(c1ccccn1)c1nnnn1C(C)(C)CC (stereo not drawn)	-24%	-2%	-6%	2.9%
COc1cc(-c2nc(-c3cccc(C)c3)no2)cc(OC)c1OC	-17%	1%	3%	?

Further entries.
mol	Imprint erasure	p53ts 39C tox	p53ts 32C tox	IkB sig inh
CCCn1c(NCc2ccc(N(CC)CC)cc2)nc2ccccc21	-12%[10.9 µM]	?	-2%	?
Cn1c(C(=O)N2CCCC(C(=O)N3CCN(c4ccccc4)CC3)C2)cc2sccc21 (stereo not drawn)	19%[10.9 µM]	-17%	6%	?
COC(=O)Cn1nnc(-c2cccc(OC)c2)n1	/	7%	-5%	-5.8%
COc1ccc(CCNC(=O)c2cc3sc(Cl)cc3n2C)cc1OC	-17%	-4%	-11%	?
CCOC(=O)c1sc(=NC(=O)c2cccc(OC)c2)n(C)c1C	-15%	0%	-8%	-0.2%
Cn1c(C(=O)NCc2ccco2)cc2c(=O)[nH]c3ccccc3c21	-5%	-14%	11%	-0.6%
N[C@@](C(=O)O)(c1ccc(P(=O)(O)O)cc1)C1CC1	-12%	-14%	4%	0.5%
Cc1ccc(-n2ncc3c(=O)n(CC(=O)NCc4ccco4)cnc32)cc1	-15%	-7%	3%	-1.3%
COc1ccc(S(=O)(=O)N(CC(=O)Nc2cc(Cl)ccc2C)Cc2ccccc2)cc1OC	-15%[10.9 µM]	3%	16%	?
CCOC(=O)c1c(-n2cnnn2)sc(C)c1C	/	4%	1%	-0.8%

Following part
mol	Imprint erasure	p53ts 39C tox	p53ts 32C tox	IkB sig inh
C=CCn1c(O)c(CN2CCOCC2)c(C)c(C#N)c1=O	0%	-2%	5%	3.6%
Cc1cccc(OCc2nnc(SCC(=O)Nc3ccc(C)c(C)c3)o2)c1	2%	3%	-5%	0.8%
COc1ccc(CCNC(=O)CCCCCn2c(=O)[nH]c3cc(OC)c(OC)cc3c2=O)cc1OC	-5%[10.9 µM]	-5%	-7%	?
COc1ccc(OC)c(NC(=O)C(Cc2ccccc2)NS(=O)(=O)c2ccc3c(c2)CCC(=O)N3)c1 (stereo not drawn)	4%[10.9 µM]	-16%	1%	?
CCCCN(Cc1ccccc1)c1ncnc2nc[nH]c12	-19%	2%	5%	6.4%
COc1ccc(-c2noc(CCC(N)=O)n2)cc1OC	-12%	2%	-5%	-0.1%
COc1ccccc1-c1cc(C(=O)Nc2ccc(F)cc2F)no1	-26%	-7%	-3%	?
CCc1ccccc1NC(=O)Cn1nnc(-c2cccnc2)n1	-7%	9%	8%	-0.1%
COc1ccc(NC(=O)Cn2c(=O)n(Cc3nc(C)no3)c(=O)c3cc4c(cc32)OCO4)cc1	17%[10.9 µM]	15%	0%	-0.8%
COc1ccc(NC(=O)C2CCN(S(=O)(=O)c3ccc4[nH]c(=O)ccc4c3)CC2)c(OC)c1	-4%[10.9 µM]	-15%	3%	1.6%

The listing continues.
mol	Imprint erasure	p53ts 39C tox	p53ts 32C tox	IkB sig inh
COc1ccc(Br)cc1CNC(=O)c1cc2ccccn2n1	-4%[10.9 µM]	-13%	-3%	?
C[C@H](c1ccccc1)N1C(=O)[C@H]2[C@@H]3[C@H](O)[C@H](O)CC(=O)[C@H]3CC[C@H]2C1=O	/	15%[9.22 µM]	10%[9.22 µM]	/
COCC(=O)NCCNc1nc2ccc(C)cc2cc1C	0%	-6%	-3%	0.0%
COc1ccccc1N1CCN(C(=O)CSc2nnc(NC(=O)c3ccco3)s2)CC1	13%	?	-22%	0.2%
COc1ccc(C2CC(=O)N(Cc3ccc(C)cc3)c3c2c(C)nn3-c2nc(C)cc(C)n2)c(OC)c1 (stereo not drawn)	-12%[10.9 µM]	16%	3%	2.7%
CC1=CC(C#N)(C#N)C(C#N)(C#N)C(c2ccccc2)N1 (stereo not drawn)	-5%	1%	3%	0.6%
COc1ccccc1OCC(=O)Nc1nc2c(s1)CC(C)CC2 (stereo not drawn)	-10%[10.9 µM]	16%	-9%	1.1%
CC(=O)Nc1ccc(N=Cc2ccc[nH]2)cc1	-8%	-5%	-8%	0.6%
C=CCn1c(SCC(=O)Nc2nc(C)cs2)nnc1C(C)NC(=O)c1ccccc1Cl (stereo not drawn)	/	19%	8%	/
COCCN1C(=O)/C(=C/c2ccc(Oc3ccc([N+](=O)[O-])cn3)c(OC)c2)SC1=Nc1ccccc1	/	7%	-3%	/

Compound profiles (already shown). Values in the order: Imprint erasure	p53ts 39C tox	p53ts 32C tox	IkB sig inh
COCCN1C(=O)/C(=C/c2ccc(Oc3ccc([N+](=O)[O-])cn3)c(OC)c2)SC1=Nc1ccccc1 is listed as /	7%	-3%	/
COc1ccc(Br)cc1CNC(=O)c1cc2ccccn2n1 is listed as -4%[10.9 µM]	-13%	-3%	?
C=CCn1c(SCC(=O)Nc2nc(C)cs2)nnc1C(C)NC(=O)c1ccccc1Cl (stereo not drawn) is listed as /	19%	8%	/
CC(=O)Nc1ccc(N=Cc2ccc[nH]2)cc1 is listed as -8%	-5%	-8%	0.6%

Structures from the list above that contain fluorine, in the order listed:
mol	Imprint erasure	p53ts 39C tox	p53ts 32C tox	IkB sig inh
CCC(=O)N1CCc2cc(S(=O)(=O)CCC(=O)Nc3cccc(F)c3)ccc21	-11%	-13%	-8%	1.5%
COc1ccccc1-c1cc(C(=O)Nc2ccc(F)cc2F)no1	-26%	-7%	-3%	?

More compounds follow:
Below each compound – Imprint erasure | p53ts 39C tox | p53ts 32C tox | IkB sig inh
CCOC(=O)c1c(C)oc2ncnc(Nc3ccc(OCC)cc3)c12
    7%[10.9 µM] | 2% | -10% | -1.0%
CC(C)c1nnc(NC(=O)c2cccc(-n3cnnn3)c2)s1
    -22% | -14% | -10% | 0.5%
O=C(CN1CCCC1)NCC1(c2ccccc2)CCOCC1
    -3% | 6% | 0% | -0.1%
O=P(/C(=N/O)Sc1ccccc1)(N1CCOCC1)N1CCOCC1
    / | -3% | 3% | /
COc1ccc(Nc2nnc(-c3ccc(C)c(S(=O)(=O)NCCO)c3)c3ccccc23)cc1C(N)=O
    -4%[10.9 µM] | -22% | 12% | ?
COc1ccc(OC)c(C2=NS(=O)(=O)N(C)C(C(=O)Nc3ccc(F)cc3F)=C2)c1
    -6%[10.9 µM] | -8% | -11% | ?
CCN(CC)C(=O)CSc1nnc([C@H](CCSC)NC(=O)OC(C)(C)C)o1
    -3% | 13% | 4% | 2.6%
O=C1C(c2ccnc3ccccc23)=C(O)c2ccccc21
    / | ? | ? | /
O=C(O)CCCn1c(=O)[nH]c2ccccc2c1=O
    -1% | -2% | -5% | -2.0%
CC1=C(C(N)=O)C(c2cccc(F)c2)n2nc(SCc3ccccc3)nc2N1 (stereo not drawn)
    -11%[10.9 µM] | -22% | -12% | -1.2%
CCC(=O)c1ccc(N2CCCCCC2)c(F)c1
    -14% | -10% | -4% | 2.3%
Cc1nn(C)c(C)c1S(=O)(=O)N(CC(=O)Nc1ccccn1)c1ccc(C(C)C)cc1
    -14% | -18% | 0% | 3.8%
O=C(NCc1cccnc1)c1cnn2ccccc12
    -5% | 2% | 9% | -2.3%
Cc1noc(-c2ccccc2OC(=O)c2ccccc2)n1
    -2% | -5% | -1% | 0.2%
O=C(NC12CC3CC(CC(C3)C1)C2)c1cnccn1
    7% | 10% | 2% | -0.1%

Other structures:
Below each compound – Imprint erasure | p53ts 39C tox | p53ts 32C tox | IkB sig inh
COc1ccc(Cn2ccnc2SCC(=O)Nc2ccc3c(c2)OCO3)cc1
    -7%[10.9 µM] | -18% | -2% | -1.5%
COc1ccc(NC2=C(c3ccccc3)C(=O)c3ccccc32)cc1Cl
    3%[10.9 µM] | ? | ? | -1.1%
O=C(Nc1c2c(nn1-c1ccc(F)cc1)CSC2)c1ccc(S(=O)(=O)N2CCOCC2)cc1
    3% | -4% | 0% | 6.4%
CCc1ccccc1NS(=O)(=O)c1ccc2c(c1)CCCN2C(=O)C1CCC1
    -9%[10.9 µM] | -16% | 10% | 0.9%
O=CN1CCN(C(=O)c2ccccc2F)CC1
    -2% | 7% | -1% | -1.3%
COc1ccc(C2CC(c3ccc(Cl)cc3)Nc3nc(NC(=O)c4ccco4)nn32)cc1 (stereo not drawn)
    -4% | 0% | 20% | 2.5%
O=C(NCc1ccc(F)cc1)C(=O)Nc1ccc2nc3n(c(=O)c2c1)CCCCC3
    23%[10.9 µM] | -5% | 1% | -0.6%
CCOC(=O)C1CCN(C(=O)c2ccc3c(=O)n4nc(Nc5ccccc5)sc4nc3c2)CC1
    8%[10.9 µM] | -21% | 7% | 2.8%
COc1cccc(NC(=O)Cn2c(=O)n(CCc3cccc(C)c3)c(=O)c3ccccc32)c1
    -3%[10.9 µM] | -20% | 0% | ?
O=C(CN1CCN(c2ccccn2)CC1)N(c1ccccc1)c1ccc2ccccc2c1
    -16% | 4% | 29% | ?

Compounds listed so far with a tert-butyl group:
Below each compound – Imprint erasure | p53ts 39C tox | p53ts 32C tox | IkB sig inh
CC(C)(C)c1ccc(-c2conc2N)cc1
    -22% | ? | ? | -2.7%
CCN(CC)C(=O)CSc1nnc([C@H](CCSC)NC(=O)OC(C)(C)C)o1
    -3% | 13% | 4% | 2.6%

Not a hit list; any-hit rate near 1.7%.
